APJ agonist = APJ receptor agonism. P35414. actives 0.11% (n = 330,000). activation, % at 20 µM. AID 2520. CHO-K1 APJ PathHunter beta-arrestin, luminescence; 0% DMSO wells, 100% apelin;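 active = activation more than six SD over the plate average, tested at 20 µM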;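 also: 0% = DMSO alone and 100% = apelin-13 at 10 nM; some results filed as inactive read as strong as hits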
Target sequence (P35414 whole entry, looked up): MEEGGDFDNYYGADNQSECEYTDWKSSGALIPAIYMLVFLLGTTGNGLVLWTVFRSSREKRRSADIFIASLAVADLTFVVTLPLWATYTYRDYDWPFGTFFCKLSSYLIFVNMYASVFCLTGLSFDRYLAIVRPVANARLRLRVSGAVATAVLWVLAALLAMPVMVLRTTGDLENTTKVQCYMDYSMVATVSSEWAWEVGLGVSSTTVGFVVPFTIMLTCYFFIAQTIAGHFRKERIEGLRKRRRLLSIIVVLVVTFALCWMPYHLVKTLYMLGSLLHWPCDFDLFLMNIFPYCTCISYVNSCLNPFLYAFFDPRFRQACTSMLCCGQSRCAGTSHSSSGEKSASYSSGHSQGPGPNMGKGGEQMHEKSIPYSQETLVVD
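Assay system – PathHunter CHO-K1 APJ (AGTRL-1) beta-arrestin reporter cells · Compound – one dose, 20 µM compound, 1% DMSO · Timing – compound 90 min 25 °C, reagent 1 h · Measured by – luminescence from split beta-galactosidase complementation, Galacton Star/Emerald II substrate · Measure – beta-arrestin recruitment to APJ as agonist activity, luminescent signal · Benchmarks – DMSO vs Apelin-13 10 nM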
CXCR6 inh = inhibitors of human CXCR6 receptor; CHO-K1 PathHunter CXCR6 beta-arrestin, luminescence; AID 602244; actives 0.36% (n = 360,000); O00574; inhibition, % at 20 µM; in the data active = inhibition above about 34%, passing the limit was not always enough;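 also: antagonist mode with CXCL16 agonist at 10 nM final; 0% = 10 nM CXCL16 with DMSO and 100% = unstimulated wells without agonist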
CCR6 antag = antagonists of human CCR6 receptor | inhibition, % at 20 µM | P51684 | actives 0.49% (n = 340,000) | CHO-K1 CCR6 PathHunter beta-arrestin, luminescence, CCL20-stimulated;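 active = compounds whose inhibition of the agonist-driven luminescence signal at 20 µM reaches about 50%, limit read from the data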;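 also: cells stimulated with CCL20 at 14 nM final; plate controls were DMSO with CCL20 for no effect and DMSO without agonist for full effect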
Target sequence (P51684 whole entry, looked up): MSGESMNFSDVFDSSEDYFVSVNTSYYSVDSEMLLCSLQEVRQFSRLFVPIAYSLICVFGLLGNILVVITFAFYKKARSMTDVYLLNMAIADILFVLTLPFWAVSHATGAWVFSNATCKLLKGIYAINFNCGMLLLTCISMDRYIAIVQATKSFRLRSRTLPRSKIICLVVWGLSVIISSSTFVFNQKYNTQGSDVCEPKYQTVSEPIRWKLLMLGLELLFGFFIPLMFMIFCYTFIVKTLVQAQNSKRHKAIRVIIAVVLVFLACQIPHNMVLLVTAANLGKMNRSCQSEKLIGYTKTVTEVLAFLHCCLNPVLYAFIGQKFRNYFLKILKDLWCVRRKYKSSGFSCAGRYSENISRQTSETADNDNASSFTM
APJ antag = blocks the human apelin receptor APJ; P35414; CHO-K1 APJ beta-arrestin complementation, luminescence; inhibition, % at 20 µM; actives 0.32% (n = 330,000);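 active = inhibition above about 40% at 20 µM, limit read from the data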;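 also: cells challenged with 10 nM apelin-13 agonist together with compound; plate controls were apelin-13 plus DMSO wells for no effect and DMSO wells lacking apelin-13 for full effect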
ATG4B inh = blocks human ATG4B protease cleavage of LC3 substrate; inhibition, % at 8.33 µM; ATG4B cleavage of LC3-PLA2, NBD-HPC fluorescence, 1 h; actives 0.51% (n = 340,000); AID 504462; in the data active = inhibition above about 40%
Gli-Sufu block = Gli-Sufu pathway antagonism. Sufu-KO-LIGHT fibroblasts, Gli luciferase reporter luminescence. inhibition, % at 5 µM. actives 0.74% (n = 340,000). AID 588413;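 active = inhibition above about 55%, limit read from the data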;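 also: 0% = DMSO-treated cells and 100% = wells with medium but no cells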
EBI2 antag = blocks human EBI2 receptor beta-arrestin signaling. P32249. EBI2 beta-arrestin recruitment, luminescence, 7a,25-OHC stimulated. inhibition, % at 5 µM. actives 0.81% (n = 360,000); in the data active = inhibition above about 38%;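 also: enzyme fragment complementation signal reports receptor beta-arrestin coupling in cells; 0% = agonist plus DMSO wells and 100% = wells without agonist; some results beyond the cut were filed as inactive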
UBC13 polyUb = blocks human UBC13 polyubiquitin chain formation; TR-FRET; inhibition, % at 20 µM; actives 0.47% (n = 330,000); in the data active = inhibition above about 45%, passing the limit was not always enough
Target sequence (P61088 whole entry, looked up): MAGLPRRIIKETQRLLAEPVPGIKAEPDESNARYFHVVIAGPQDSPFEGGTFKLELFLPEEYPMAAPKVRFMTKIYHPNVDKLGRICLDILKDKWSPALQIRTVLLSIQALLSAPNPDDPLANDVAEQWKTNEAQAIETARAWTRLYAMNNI
* = called active by the depositor; . = not tested or not shown.

SMILES	EBI2 antag	UBC13 polyUb	ATG4B inh	CCR6 antag	APJ antag	APJ agonist	CXCR6 inh	Gli-Sufu block
COc1ccc2[nH]c(=O)c(CN(C(=O)c3cccnc3)c3ccc(C)c(C)c3)cc2c1	7.8	-2.7	-5.7	12.6	-5.0	-3.7	-2.7	3.4
COCCN(C(=O)COC(=O)Cc1c(C)nc2ccccc2c1C)c1c(N)n(CC(C)C)c(=O)[nH]c1=O	-6.8	-10.9	-0.6	1.9	3.1	2.7	-7.7	.
CCCOC(=O)c1ccc(-c2ccc(C=O)o2)cc1	-10.9	-18.9	13.2	0.6	-1.2	1.7	-5.6	-75.3
Cn1c(=O)c(S(=O)C2CCCCC2)c(O)c2ccccc21 (centres undefined)	1.4	5.0	2.2	-1.5	12.0	-2.8	-13.6	5.7
COc1ccc(CCNC(=O)Cn2cc(C(F)(F)F)cc(Cl)c2=O)cc1OC	1.0	10.0	-0.1	5.6	6.2	-1.2	-4.5	-0.2
COc1ccc(-c2cc(C(=O)Nc3ccccc3)on2)cc1	1.7	-6.0	3.8	10.7	-8.7	-0.3	6.0	-22.3
COC(=O)C(C(C)C)N(Cc1cc(OC)cc(OC)c1)S(=O)(=O)CCl (centres undefined)	-2.5	.	-3.0	28.2	.	.	3.0	1.2
COc1cccc(OCC(=O)NNC(=O)c2ccc3ccccc3c2)c1	25.7	-1.5	-5.7	10.2	3.8	3.6	-10.4	6.8
CCN(CC)c1ccc(C=C2C(=O)OC3(CCCCC3)OC2=O)cc1	-14.4	-164.2	6.8	2.6	-6.7	2.4	1.4	-1.2
CCN1CCN(Cc2nc3cc(NC(=O)COc4ccc([N+](=O)[O-])cc4)ccc3n2C)CC1	-4.0	-2.6	-6.6	-2.7	0.0	6.9	-0.5	13.3
Cc1ccc(CN2CCNC(=O)C2CC(=O)N(C)CCc2ccccc2)cc1 (centres undefined)	3.4	4.7	-4.0	-4.2	9.7	-0.2	-0.2	22.3
Cc1nc2c(C(=O)N3CCOCC3)cnn2c(C)c1Cc1ccc(Cl)cc1	-1.1	10.5	-5.2	8.7	-8.6	-2.3	1.7	2.1
Cc1cccc(N2CC(C(=O)Nc3cccc(S(=O)(=O)N4CCCCC4)c3)CC2=O)c1C (centres undefined)	3.2	-7.2	3.7	12.1	-2.9	1.6	-10.9	3.4
Cc1ccc(NC(=O)c2ccc(=O)[nH]n2)cc1S(=O)(=O)Nc1ccccc1Cl	11.2	6.3	-5.5	15.1	-3.3	2.3	-0.6	-2.0
O=C(NC(=S)NC1C2CC3CC(C2)CC1C3)C12CC3CC(CC(C3)C1)C2 (centres undefined)	30.6	-3.8	4.0	15.9	-15.7	-1.3	13.9	-2.7
COc1ccccc1CNC(=O)COC(=O)Cc1cccc(F)c1	12.3	5.8	5.9	7.0	20.5	-0.3	-1.1	-7.3
C[C@H](CO)N1C[C@H](C)[C@@H](CN(C)S(=O)(=O)c2ccc(F)cc2)Oc2ccc(NC(=O)Cc3cn(C)c4ccccc34)cc2C1=O	17.8	-12.3	-19.3	3.5	-1.7	-2.5	5.5	-10.8
CCN1CCN(c2cc(C)c3cc(NC(=O)CCC(=O)Nc4ccc(OC)cc4OC)ccc3n2)CC1	12.6	7.9	-12.3	22.0	4.7	-2.1	4.8	16.1
CC(=O)NCC(=O)OCC(=O)c1ccc2ccccc2c1	-2.1	11.6	7.1	18.1	12.3	-5.0	5.9	0.0
O=C(NC1CCCCC1)C1CCCN1S(=O)(=O)c1ccc(Cl)cc1 (centres undefined)	3.7	3.2	-2.8	6.0	3.4	1.1	-6.2	13.8

(cont.)
SMILES	EBI2 antag	UBC13 polyUb	ATG4B inh	CCR6 antag	APJ antag	APJ agonist	CXCR6 inh	Gli-Sufu block
COc1cccc(C(=O)N/N=C(\CC(C)C)c2ccccc2)c1	-3.6	4.7	9.0	9.4	3.2	-1.2	-5.0	3.4
Cc1nnc(SCC(=O)N2c3ccccc3CC2C)[nH]c1=O (centres undefined)	-2.0	15.4	-0.7	5.9	2.8	-2.8	2.3	-2.3
CCOc1ccc2[nH]c(=O)c(CN(Cc3ccco3)C(CC)c3nnnn3Cc3ccccc3)cc2c1 (centres undefined)	-5.2	-14.2	-6.3	13.2	-0.2	75.8*	6.7	4.4
O=C(CSc1nnc2c(n1)[nH]c1ccccc12)NC1CCCCC1	6.9	-11.7	-13.2	-3.6	-13.0	0.9	-0.2	-3.0
C/C(=N/OC(=O)c1ccccc1)c1oc(C)nc1C	-7.5	0.1	-1.4	6.5	12.1	0.1	-4.8	-0.7
COc1ccc2nc(/N=C/c3c(C)[nH]n(-c4ccc(C)cc4)c3=O)sc2c1	3.9	-15.5	8.7	16.3	-14.4	-3.0	5.1	-14.4
COc1ccc(S(=O)(=O)Nc2ncccc2C)c2ccccc12	7.4	-7.1	-2.4	8.5	-3.2	0.2	12.2	0.2
O=S(=O)(CC(CN1CCCCC1)N1CCCCC1)c1ccccc1 (centres undefined)	-20.6	-4.2	-6.3	4.1	-1.3	-2.6	-6.3	22.4
Cc1occc1C(=O)Nc1sccc1C(N)=O	-5.1	12.9	-3.4	-2.5	8.0	5.2	-1.7	-10.1
O=C(NC1CCS(=O)(=O)C1)/C(=C\c1ccccc1)NC(=O)c1ccccc1 (centres undefined)	-3.6	8.5	-1.9	2.2	17.7	-0.4	-5.1	2.5
Cc1onc(-c2c(Cl)cccc2Cl)c1C(=O)NCCc1ccncc1	2.7	13.3	-7.0	-2.0	7.7	-2.7	2.7	15.4
CCOC(=O)C1(Cc2cccc(OC)c2)CCCN(C(=O)CCN2CCCO2)C1 (centres undefined)	-14.9	5.0	7.3	2.5	4.2	6.9	-2.3	-10.6
COc1ccc(C)cc1NC(=O)CSc1nnc(-c2cc3cccc(OC)c3o2)n1N	-8.8	-4.1	-13.8	4.0	-10.9	1.1	-12.2	-3.6
CCCCN(CCCC)S(=O)(=O)c1ccc2[nH]c(=O)[nH]c2c1	-3.6	-9.1	-12.3	3.3	9.3	-2.1	3.0	.
Cc1onc(-c2ccccc2Cl)c1C(=O)Nc1ccccc1C(=O)NC(C)C	1.3	-9.5	-5.6	-5.5	-2.8	5.5	1.7	-10.4
Cc1cc(C(=O)N/N=C/c2ccc(-c3cccc(Cl)c3)o2)n[nH]1	2.9	-14.8	6.9	13.5	-17.6	1.0	7.8	-6.5
CC(C)(C)N1C(=O)[C@H]2[C@@H](c3ccc(Br)cc3)N3C(=O)N(c4cccc(Br)c4)C(=O)[C@@]3(Cc3ccccc3)[C@H]2C1=O	3.5	-25.5	-13.0	6.6	-7.5	3.1	-11.4	8.1
CC1C(=O)N2CCCc3cc(NC(=O)C(=O)NCCCc4ccccc4)cc1c32 (centres undefined)	10.0	-0.9	11.4	15.3	2.6	-4.9	8.3	14.6
COc1ccc(OC(C)C(=O)NCCC2=CCCCC2)cc1 (centres undefined)	15.6	-9.3	-6.7	19.4	-11.8	3.7	5.1	19.6
O=C(CCNc1n[nH]c(=O)[nH]c1=O)N/N=C/c1ccccc1Br	0.0	-12.8	-11.8	1.6	-35.1	1.7	-8.3	4.6

(list continues)
SMILES	EBI2 antag	UBC13 polyUb	ATG4B inh	CCR6 antag	APJ antag	APJ agonist	CXCR6 inh	Gli-Sufu block
O=C(Cn1nnc2ccccc2c1=O)NCc1ccco1	-19.8	-1.2	5.5	-5.5	9.0	3.6	-0.8	-2.9
COc1ccc(Nc2cc(C)nc(N3CCN(C(=O)c4ccc5c(c4)OCO5)CC3)n2)cc1	0.4	3.2	-13.9	6.8	1.5	2.9	2.0	25.9
CCOc1nnnc2c1sc1nc(N3CCOCC3)c3c(c12)CCCC3	-6.5	5.8	-8.5	12.2	6.4	-3.6	4.3	3.5
CCc1ccc(CNC(=O)C2CCCN(S(=O)(=O)N3CC(C)CC(C)C3)C2)cc1 (centres undefined)	9.1	-1.9	-1.1	19.8	-12.2	-0.5	-1.5	-10.4
Brc1cccc(OCCCCn2cncn2)c1	-1.3	3.0	-3.3	4.1	15.0	-3.0	3.8	4.3
Cc1cc(C(=O)OCC(=O)c2ccc(Cl)c([N+](=O)[O-])c2)c2cccc(C)c2n1	3.2	-10.6	1.4	44.5	10.7	-5.2	26.2	-3.0
Cn1c(CCN2CCCCC2)nc2cc(NS(=O)(=O)c3ccc(Cl)cc3)ccc21	-14.0	-1.4	-13.1	16.9	11.5	-2.3	5.1	10.2
Cc1ccccc1NS(=O)(=O)c1cc(C(=O)NCCC2=CCCCC2)ccc1Cl	13.4	6.5	1.1	2.1	2.3	-3.2	2.6	1.9
O=C(c1ccco1)N1CCCC(c2ccccc2)C1 (centres undefined)	10.2	-0.5	-6.3	-7.3	11.4	-3.1	0.1	-8.8
CSc1nc2c(c(-c3ccccc3)c1C#N)CCC2	16.5	30.6	-3.4	5.0	15.9	-0.8	15.9	-3.5
NS(=O)(=O)c1ccc(CCNC(=O)COC(=O)c2ccc([N+](=O)[O-])o2)cc1	-11.6	-8.2	-13.2	-19.9	-12.7	10.3	-18.5	8.2
O=C(Nc1ccc(Cl)cc1Cl)N1CCN(c2ncccn2)CC1	5.3	-0.4	0.1	-12.0	-17.0	-3.4	-4.4	-1.8
CCN(CC)CCCNC1=C(Cl)C(=O)c2ccccc2C1=O	-3.6	-334.0	-2.4	3.8	-53.0	8.6	-2.9	5.3
COC(=O)c1sccc1NC(=O)CSCC(=O)O	-11.0	6.0	10.6	8.5	3.1	-1.9	-1.5	1.8
COc1cc(SC)ccc1C(=O)Nc1ccc(OCC(=O)N2CCOCC2)cc1	9.3	-3.9	-7.7	0.1	1.5	2.0	-4.6	1.7
CN(C)CCC1Sc2ccccc2Oc2ccccc21 (centres undefined)	-0.2	0.1	-2.4	12.2	2.3	-4.4	0.9	12.6
CSc1nc(-c2ccccc2)nc2c1COC(C)(C)C2	17.2	1.2	-9.5	16.3	21.1	-2.4	-5.7	4.1

Among those listed so far, these have a thiophene ring, fused or not:
SMILES	EBI2 antag	UBC13 polyUb	ATG4B inh	CCR6 antag	APJ antag	APJ agonist	CXCR6 inh	Gli-Sufu block
Cc1occc1C(=O)Nc1sccc1C(N)=O	-5.1	12.9	-3.4	-2.5	8.0	5.2	-1.7	-10.1
CCOc1nnnc2c1sc1nc(N3CCOCC3)c3c(c12)CCCC3	-6.5	5.8	-8.5	12.2	6.4	-3.6	4.3	3.5
COC(=O)c1sccc1NC(=O)CSCC(=O)O	-11.0	6.0	10.6	8.5	3.1	-1.9	-1.5	1.8
